Assay outcomes: PubChem, National Center for Advancing Translational Sciences (NCATS)
Tb PYK inh = blocks Trypanosoma brucei pyruvate kinase; Q57TT1; TbPYK enzyme, Kinase-Glo Plus ATP luminescence, 45 min; Potency, µM (series often up to 76.8 µM), for inactives: top-dose activity, negative = inhibition, most hits filed as inhibitors; hit rate 0.12% among 410,000; AID 624173; note: nearly all actives have a fitted effect of over 50% in size
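Luminescence from Kinase-Glo Plus, added after a 45-minute room-temperature reaction, served as the end-point read-out. The enzyme and substrate were preincubated with compound before ADP (130 uM final) initiated turnover. Concentration-effect curves came from normalized qHTS data.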
LmPK inhibitor = blocks Leishmania mexicana pyruvate kinase activity; purified LmPK, Kinase-Glo ATP luminescence, 1 h; hit rate 0.37% among 290,000; Q27686; Potency, µM (titrated, usually from 57.5 µM), without a hit: at the top dose activity change, negative = inhibition, hits mostly inhibitors
Target sequence (Q27686 whole entry, looked up): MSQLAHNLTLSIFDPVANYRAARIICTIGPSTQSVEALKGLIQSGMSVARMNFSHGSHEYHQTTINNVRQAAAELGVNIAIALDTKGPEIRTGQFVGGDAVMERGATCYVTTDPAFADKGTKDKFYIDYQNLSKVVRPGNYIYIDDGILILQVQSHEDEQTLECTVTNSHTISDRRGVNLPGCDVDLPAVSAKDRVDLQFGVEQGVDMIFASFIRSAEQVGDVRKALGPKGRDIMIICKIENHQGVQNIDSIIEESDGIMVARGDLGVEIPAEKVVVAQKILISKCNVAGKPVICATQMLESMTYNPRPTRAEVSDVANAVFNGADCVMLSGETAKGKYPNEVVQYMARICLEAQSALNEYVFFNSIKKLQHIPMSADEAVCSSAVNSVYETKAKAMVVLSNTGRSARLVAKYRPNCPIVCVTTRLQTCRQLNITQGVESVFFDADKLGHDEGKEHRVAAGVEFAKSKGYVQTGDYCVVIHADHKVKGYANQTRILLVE
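Purified LmPK (0.1 nM) converted ADP (0.1 mM) to ATP with PEP (0.5 mM) in imidazole buffer pH 7.2 with KCl and MgCl2, 1 h at room temperature. ATP was read by Kinase-Glo luminescence; data normalized to uninhibited and no-enzyme controls.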
Pf growth 96h = P. falciparum growth inhibition at 96 hour, primary screen for plastid delayed-death inhibitors. P. falciparum luciferase reporter growth, 96 h. Potency, µM (titrated, usually from 28.7 µM), for the others: top-dose activity change, negative = inhibition, usual class: inhibitors. hit rate 6.9% among 320,000. AID 504834
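Cell-based qHTS: luciferase-tagged P. falciparum in erythrocytes (2% hematocrit, 0.05% parasitemia final) incubated with compounds for 96 hours, 37 C, 5% CO2; luciferase detection reagent then added and luminescence measured.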
Pf growth 48h = inhibits P. falciparum growth in the first generation, 48 h; P. falciparum luciferase growth in erythrocytes, 48 h; Potency, µM (highest dose often 28.7 µM), for the others: top-dose activity change, negative = inhibition, most hits filed as inhibitors; hit rate 5.9% among 310,000; AID 504832
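Luciferase-expressing P. falciparum in infected erythrocytes (2% hematocrit, 0.1% parasitemia final) in RPMI 1640/0.5% Albumax were exposed to compound for 48 hours at 37 C, 5% CO2; growth read as luminescence.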
HCV inhibitor = inhibitors of hepatitis C virus infection. AID 651820. hit rate 3.4% among 340,000. Huh7.5.1 HCVcc-Cre infection, luciferase reporter, 44 h. Potency, µM (top dose mostly 41.8 µM), inactives show at the highest dose activity change, negative = inhibition, actives largely listed as inhibitors
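HCVcc-Cre virus at an moi near 0.5 was added right after compound to cells cultured 4 h from seeding (1,000 cells/well). Luciferase activity was determined 44 h later, 15 min after substrate addition at RT.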
Sm TGR inh = inhibitors of Schistosoma mansoni thioredoxin glutathione reductase; AID 485364; hit rate 3% among 360,000; Potency, µM (top dose mostly 114 µM), inactives show top-dose activity change, negative = inhibition, usual class: inhibitors; purified TGR, DTNB reduction, TNB absorbance 405 nm; note: nearly all actives have a fitted effect of over 60% in size
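First, TGR (20 nM dispensed) and NADPH were mixed with compound. Second, a 15 min room-temperature incubation followed. Third, further NADPH and then DTNB were added to start the reaction. Finally, TNB absorbance was monitored kinetically.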
* hit, by the source's call; ? = inconclusive; . = not tested or not shown; [ ] = another dose, or the depositor's remark. Calls come from the whole dose curve; as a rule, active = well fitted curve in the direction sought with a large enough effect; inconclusive = small, poorly fitted or top-dose-only effect, or another doubt; inactive = no such curve, though single readings can be large; an effect the other way counts as inactive or inconclusive. % is set by controls: 0 for no effect and ±100 for the full control effect; potency is the fitted concentration of half-maximal effect.

The first 2 compounds, to show the layout:
SMILES	Tb PYK inh	LmPK inhibitor	Pf growth 96h	Pf growth 48h	HCV inhibitor	Sm TGR inh
O=C(NCCN1C(=O)C2C3C=CC(C3)C2C1=O)NCc1ccccc1 (stereo not given)	-12%	-1%	-9%	.	-3%	3%
Cc1ccc(NC(=O)c2cc([N+](=O)[O-])ccc2N2CCCC2)cc1	-2%	1%	20%	?	-9%	.

The whole of this part, repeating the preview:
SMILES	Tb PYK inh	LmPK inhibitor	Pf growth 96h	Pf growth 48h	HCV inhibitor	Sm TGR inh
O=C(NCCN1C(=O)C2C3C=CC(C3)C2C1=O)NCc1ccccc1 (stereo not given)	-12%	-1%	-9%	.	-3%	3%
Cc1ccc(NC(=O)c2cc([N+](=O)[O-])ccc2N2CCCC2)cc1	-2%	1%	20%	?	-9%	.
Cc1cccc(OCc2nnc(SCC(=O)N3CCCC3)o2)c1	1%	-1%	53%[activator]	11%	-1%	7%
COc1ccc2oc(=O)c(C(=O)C[n+]3cccc(C)c3)cc2c1	-3%	4%	-2%	21%	-1%	.
C=CCC1NS(=O)(=O)OCC1NC(=O)OCC(Cl)(Cl)Cl (stereo not given)	-3%	6%	31%	42%[activator]	11%	-15%
O=C(c1ccc2ccccc2c1)c1c[nH]cc1-c1ccccc1	0%	4%	5%	-15%	-6%	-9%
Cc1ccc(S(=O)(=O)N2Cc3ccccc3CC2C(=O)Nc2ccc3c(c2)OCO3)cc1 (stereo not given)	-1%	8%	.	-27%	?	2%
Cc1cc(C)nc(N2CCN(c3ncnc4c3cnn4Cc3ccc(Cl)cc3Cl)CC2)n1	-7%	-1%	-8%	5%	?	2%
COCCN1C(=O)c2cc(C(=O)Nc3ccc(C)c(F)c3)ccc2C1Nc1ccc(C)c(F)c1 (stereo not given)	-1%	3%	?	?	-15%[8.37 µM]	-12%
O=C(COc1ccc(S(=O)(=O)Nc2ccccc2)cc1)NCc1ccncc1	3%	3%	90%[activator]	1%	3%	3%
COc1cccc(C(=O)N[C@@H](C)C(=O)N2CCC3(CC2)NCCc2[nH]cnc23)c1	-1%	9%	34%[activator]	5%	10%	-21%
COCc1cc(=O)[nH]c(/N=C(\N)Nc2ccc(C)cc2)n1	6%	-4%	-1%	16%	0%	1%
O=C(OCC(=O)N1CCCCC1)c1ccccc1SCC(=O)N1CCCCC1	-1%	-3%	6%	-4%	?	-31%
O=C(O)CNS(=O)(=O)c1ccc2c(c1)CCCC2	3%	2%	0%	-4%	22%	-13%
OCCNCC1(O)C2CC3CC(C2)CC1C3 (stereo not given)	2%	0%	?	-4%	17%	9%
Cn1c(C(=O)OCC(=O)NCCc2ccccc2)cc2sccc21	-6%	0%	40%[activator]	10%	13%	9%
Cc1c(C#N)c(N=CN(C)C)c(C(=O)c2ccc(Br)cc2)n1-c1ccccc1	1%	7%	?	.	?	1%
COC(=O)Oc1ccc(/C=N/NC(=O)CN(c2ccccc2Cl)S(C)(=O)=O)cc1OC	-7%	4%	-22%	.	-4%	0%
O=[N+]([O-])c1nn(-c2ccc3c(c2)OCCO3)n(O)c1=Nc1ccc(Cl)cc1	-2%	-3%	?	15%	7.1µM*	35µM*
Cc1cc(C)c(OCCNC(=O)c2ccccc2Sc2ccccc2C#N)c(C)c1	0%	2%	?	-22%	?	0%
N#CCc1c(C#N)c(N)nc(N2CCN(Cc3ccc4c(c3)OCO4)CC2)c1C#N	-5%	2%	.	?	?	-9%
C=CCNCC(=O)Nc1sc2c(c1C(=O)Nc1ccc(OC)cc1OC)CCC2	2%	5%	32%[activator]	12µM*	10µM*	.
COc1cc(C=O)ccc1OC(=O)c1cccnc1	1%	-2%	7%	?	7%	-1%
CC(OC(=O)COc1ccccc1Cc1ccccc1)C(=O)N(C)c1ccccc1 (stereo not given)	5%	.	-10%	?	-4%	1%
Cn1c(=O)c(C(=O)NNC(=O)c2cccc(Cl)c2)c(O)c2ccccc21	0%	2%	23%	19%	-2%	8%

Taken from above:
Cc1cc(C)nc(N2CCN(c3ncnc4c3cnn4Cc3ccc(Cl)cc3Cl)CC2)n1 in Pf growth 96h has -8%
O=C(c1ccc2ccccc2c1)c1c[nH]cc1-c1ccccc1 in LmPK inhibitor has 4%
C=CCNCC(=O)Nc1sc2c(c1C(=O)Nc1ccc(OC)cc1OC)CCC2 in Tb PYK inh has 2%

Later entries.
SMILES	Tb PYK inh	LmPK inhibitor	Pf growth 96h	Pf growth 48h	HCV inhibitor	Sm TGR inh
COc1ccccc1NS(=O)(=O)c1cccc(C(=O)N/N=C/c2ccc(OCC(=O)O)cc2)c1	3%	-4%	-4%	-4%	-1%	14%
O=C(Nc1ccon1)c1sc2ccccc2c1Cl	9%	-6%	-17%	22%	-7%	4%
CCOc1ccccc1-c1noc(CCCC(=O)NC2CCCCC2)n1	0%	7%	15%	?	?	-8%
CC(C)CN(C(=O)c1ccco1)c1nc2ccccc2s1	-1%	2%	14%	?	-16%	3%
COc1cccc(C2/C(=C(/O)c3ccccc3)C(=O)C(=O)N2Cc2ccco2)c1 (stereo not given)	0%	5%	-15%	6%	6%	50µM*
CCOCCCNC(=O)c1c(N)n(-c2ccc(S(N)(=O)=O)cc2)c2nc3ccccc3nc12	-1%	0%	.	0%	0%	-9%
CN(Cc1ccccc1)S(=O)(=O)c1ccc2c(c1)NC(=O)CC(=O)N2	-8%	-1%	10µM*	51%[activator]	3%	-12%
COc1cc(/C=C/C(=O)OCC(=O)NCC2CCCCC2)ccc1O	3%	.	-28%	?	3%	?
C=CCn1c(O)c(C2=c3ccccc3=NC2=O)sc1=Nc1ccc(O)cc1	-9%	-7%	-1%	-6%	-2%	0%
Cc1nc(N2CCC(C)CC2)c2c(C)c(C(=O)Nc3ccc(C(F)(F)F)cc3)sc2n1	-5%	-3%	?	0.21µM*	11µM*	3%
COc1cc(CC(=O)Oc2ccc3c(c2)OCO3)cc(OC)c1OC	1%	-3%	46%[activator]	?	12%	3%
O=C(O)/C=C/C(=O)NCc1ccccn1	0%	7%	-26%	-2%	11%	0%
CN(C)/C(CN1CCCCC1)=C1\N=C(c2ccccc2)OC1=O	5%	2%	0%	11%	25%	-2%
N#CCNC(=O)c1cccn1-c1ncc(C(F)(F)F)cc1Cl	1%	-1%	8%	?	0%	4%
COC(=O)c1ccc(NC(=O)c2ccc(NC(=O)c3ccco3)cc2)cc1	3%	-5%	-7%	?	?	-8%
O=C1N(Cc2cccc(Cl)c2)C[C@@H]2C[C@@H](c3ccccn3)N3CCC[C@@]123	?	10%	?	?	-3%	10µM*
Cc1cc(C)cc(N(CCC#N)C(=O)CSc2n[nH]c(N)n2)c1	-9%	.	0%	13%	-1%[8.37 µM]	0%
CN1CCN(C(N)=NC(=O)c2ccccc2)CC1	-16%	2%	24%	16%	8%	-2%
COC(=O)C1CCN(C(=O)COC(=O)C2CCN(S(=O)(=O)c3ccc(C)c(C)c3)CC2)CC1	2%	.	23%	?	-4%	-7%
CCc1ccccc1NC(=O)C1C2C=CC(O2)C1C(=O)O (stereo not given)	-2%	0%	?	3%	13%	18µM*
S=c1[nH]c2cc(Br)cnc2[nH]1	-18%	-5%	-1%	9%	-2%	1%
O=C(CCC1CCCCC1=O)c1ccccc1 (stereo not given)	3%	-1%	?	56%[activator]	10%	7%
CSCCC(NC(=O)c1ccco1)C(=O)O (stereo not given)	4%	-8%	18%	3%	6%	-7%
COC(=O)c1ccc(CSc2ccccc2C)o1	0%	-1%	-9%	-1%	21%	9%
CC(C)(O)CC[C@@H](O)[C@](C)(O)C1CC[C@@]2(O)C3=CC(=O)[C@]4(O)C[C@@H](O)[C@@H](O)C[C@]4(C)C3CC[C@]12C (stereo not given in full)	8%	.	11%	-3%	13%	-3%
SMILES	Tb PYK inh	LmPK inhibitor	Pf growth 96h	Pf growth 48h	HCV inhibitor	Sm TGR inh
NNC(=O)CNC(c1ccccc1)c1cc(Br)ccc1NC(=O)c1cccc(Cl)c1 (stereo not given)	-4%	3%	?	13µM*	-27%	9%
CCC1(C)Cc2c(sc3nn[nH]c(=O)c23)CO1 (stereo not given)	-21%	-7%	-16%	.	-1%	-28%
COC(=O)C1=C(C)N(c2ccc(F)c(Cl)c2)C(=O)C1	2%	0%	5%	?	-9%	25µM*
COCCN1C(=O)N[C@@H](c2cccc(C(F)(F)F)c2)[C@@H](C(=O)OC)[C@H]1C	1%	-5%[11.5 µM]	.	.	0%	.
O=C(CN(C(=O)CSc1nc2ccccc2o1)c1ccccc1)NC1CCCCC1	7%	3%	16%	-10%	-3%	4%
Cc1cc(-c2ccc(C)c(S(=O)(=O)NCCCN3CCN(c4ccccc4F)CC3)c2)on1	4%	-3%	4.7µM*	?	?	9%
CCn1c(Cc2ccc(OC)cc2)nnc1SCC(=O)Nc1ccc(N2CCOCC2)cc1	-1%	9%	33%[activator]	?	-15%	-2%
Cc1cc(S(=O)(=O)N2CCCC2)c(C)s1	-3%	0%	63%[activator]	-4%	2%	-32%
O=C1CCC([N+](=O)[O-])C(c2cccc([N+](=O)[O-])c2)N1 (stereo not given)	-9%	0%	?	6%	18%	5%
Cc1onc(-c2ccccc2)c1C(=O)Nc1cc(C(F)(F)F)ccc1N1CCOCC1	5%	11%	-9%	.	?	10%[11.4 µM]
CCOC(=O)c1c(NC(=O)COC(=O)Cc2ccccc2[N+](=O)[O-])sc(C(=O)N(C)C)c1C	-2%	.	0%	?	10µM*	-1%
CC(C)CN(C)C(=O)CC1C(=O)NCCN1C (stereo not given)	2%	-1%	-2%	-2%	4%	-12%
CN(C)CCN1C(=O)C(=O)/C(=C(/O)c2ccc(OCc3ccccc3)cc2)C1c1ccncc1 (stereo not given)	-7%	-1%	-3%	17%	?	?
CC1(C)Cc2c(cnn2-c2cccc(F)c2)C(NC(=O)CSc2ccncc2)C1 (stereo not given)	0%	-3%	0%	?	-21%	-14%
C[C@@H]1C(=O)O[C@H]2CC34[C@H]5C[C@@H](C(C)(C)C)[C@]36[C@@H](OC(=O)[C@@H]6O)O[C@@]4(C(=O)O5)[C@]21O (stereo not given in full)	-8%	.	58%[activator]	-1%	30%	-1%
CN(C)/N=C/c1ccc(N2CCOCC2)cc1	-6%	-11%	?	470%[activator]	6%	1%
CC(=O)NS(=O)(=O)c1ccc2sc(C)nc2c1	-5%	-2%	15%	86%[activator]	-9%	8%
CCOc1cc2[nH]c(=S)n(CCCN3CCCC3=O)c(=O)c2cc1OCC	?	-15%	-2%	0%	-7%	1%
CC(C)Oc1ccc(S(=O)(=O)N2CCCCC2)cc1NC(=O)CN1C(=O)NC2(CCCC2)C1=O	1%	.	?	12µM*	?	-4%
Cc1ccc(/C(N)=N/OC(=O)c2ccc3ccccc3c2)cc1	5%	-12%	-20%	?	?	-1%
CCOC(=O)N1CCN(CC(O)COc2c(C)cccc2C)CC1 (stereo not given)	14%	0%	-12%	41%[activator]	10%	-8%
COC(=O)C1=C(C)N=C2SC(C)C(=O)N2C1c1ccc(C(=O)OC)cc1 (stereo not given)	1%	3%	52%[activator]	?	-9%	2%
O=C(O)CCN1C(=O)C2C3c4ccccc4C(c4ccccc43)C2C1=O (stereo not given)	1%	5%	23%	-6%	15%	0%

Exported bar-delimited: entries from further up.
smiles | Tb PYK inh | LmPK inhibitor | Pf growth 96h | Pf growth 48h | HCV inhibitor | Sm TGR inh
CC(C)Oc1ccc(S(=O)(=O)N2CCCCC2)cc1NC(=O)CN1C(=O)NC2(CCCC2)C1=O | 1% | . | ? | 12µM* | ? | -4%
O=C(O)CCN1C(=O)C2C3c4ccccc4C(c4ccccc43)C2C1=O (stereo not given) | 1% | 5% | 23% | -6% | 15% | 0%
CCn1c(Cc2ccc(OC)cc2)nnc1SCC(=O)Nc1ccc(N2CCOCC2)cc1 | -1% | 9% | 33%[activator] | ? | -15% | -2%
